Chronic BCR inh = inhibitors of chronic active B-cell receptor signaling; ABC-DLBCL IkBa-CBG/CBR reporter, luminescence ratio, 4 h; Potency, µM (series often up to 46.1 µM), for inactives: at the top dose ratio change, negative = lower green/red ratio, usual class: inhibitors; 340,000 compounds, 0.05% hits; active = well fitted inhibition curve with a large enough effect in the signal ratio, with a control signal flat, not every such curve was filed as active; inconclusive = small, poorly fitted or top-dose-only effect, or effect the other way, or a change in a side signal; the % refers to the signal ratio;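 note: potency is the fitted concentration of half-maximal effect; plate controls were basal doxycycline-induced cells for no effect and cells given 10 µM MG132 for full effect; MG132 reads +100%, hits lower the ratio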
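TMD8 ABC-DLBCL cells carrying doxycycline-inducible green luciferase fused to IkappaBalpha plus unfused red luciferase were exposed to compounds (up to 46 uM) for 4 hrs at 37C. Activity came from the overlap-corrected green/red luminescence ratio.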
ASM inhibitor = inhibitors of human secretory acid sphingomyelinase. AID 504937. Potency, µM (titrated, usually from 57.5 µM), for inactives: at the top dose activity change, negative = inhibition, most hits filed as inhibitors. placental ASM, HMU-PC fluorogenic substrate, 60 min. 340,000 compounds, 0.006% hits; note: potency is the fitted concentration of half-maximal effect
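Steps: dispense placental human ASM, pin compound, wait 10 min at room temperature, add HMU-PC0 substrate at 9 uM final, incubate 60 min at 37 °C, add stop solution raising pH to 10, read fluorescence.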
Menin-MLL TR inh = inhibitors of human menin-MLL interaction, mutant MLL peptide. Menin + Texas Red MLL mutant peptide, fluorescence polarization. 270,000 compounds, 0.23% hits. O00255. Potency, µM (series often up to 61.6 µM), without a hit: at the top dose FP activity change, negative = inhibition, actives largely listed as inhibitors; active = well fitted inhibition curve with a large enough effect in the polarisation, with a control signal flat, not every such curve was filed as active; inconclusive = small, poorly fitted or top-dose-only effect, or effect the other way, or a change in a side signal; inactive = no such curve, though single readings can be large or run the other way; the % refers to the polarisation; note: potency is the fitted concentration of half-maximal effect; % of control where 0% means no effect; many of its hits are not listed in these tables
GALK inhibitor = blocks human galactokinase activity. P51570. Purified GALK, Kinase-Glo residual ATP luminescence. Potency, µM (top dose mostly 57.5 µM), without a hit: top-dose activity change, negative = inhibition, most hits filed as inhibitors. 270,000 compounds, 0.007% hits. AID 1868; note: potency is the fitted concentration of half-maximal effect; % is set by controls: 0 for no effect and ±100 for the full control effect
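Human GALK (5 nM) with 35 uM ATP and 100 uM galactose in 20 mM HEPES pH 8.0, 5 mM MgCl2, 60 mM NaCl, 1 mM DTT, 0.01% BSA. After 1 h at room temperature, leftover ATP was read by Kinase-Glo Plus luminescence.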
Eya2 inh = blocks the phosphatase activity of human Eya2; recombinant Eya2, OMFP fluorescence dephosphorylation (OMFP is methylfluorescein phosphate); 330,000 compounds, 0.006% hits; Potency, µM (highest dose often 76.9 µM), for inactives: top-dose activity, negative = inhibition, usual class: inhibitors; O00167; AID 488837; note: potency is the fitted concentration of half-maximal effect; % is set by controls: 0 for no effect and ±100 for the full control effect
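Eya2 protein (added as 0.2 uM solution) was preincubated with compound for 10 min at ambient temperature in 50 mM HEPES pH 7.5, 50 mM NaCl, 5 uM MgCl2, 0.05% BSA, 1 mM DTT. OMFP (added at 50 uM) then reacted 10 min; fluorescence read at 485/525 nm.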
PKM2 act = activators of human pyruvate kinase M2; purified PKM2, Kinase-Glo ATP luminescence, activation; response scale: 0% is enzyme alone, no compound; Potency, µM (series often up to 57.5 µM), without a hit: at the highest dose activation, usual class: activators; 260,000 compounds, 0.34% hits; note: potency is the fitted concentration of half-maximal effect; % is set by controls: 0 for no effect and ±100 for the full control effect; nearly all actives have a fitted effect of over 55% in size
Target sequence (P14618 whole entry, looked up): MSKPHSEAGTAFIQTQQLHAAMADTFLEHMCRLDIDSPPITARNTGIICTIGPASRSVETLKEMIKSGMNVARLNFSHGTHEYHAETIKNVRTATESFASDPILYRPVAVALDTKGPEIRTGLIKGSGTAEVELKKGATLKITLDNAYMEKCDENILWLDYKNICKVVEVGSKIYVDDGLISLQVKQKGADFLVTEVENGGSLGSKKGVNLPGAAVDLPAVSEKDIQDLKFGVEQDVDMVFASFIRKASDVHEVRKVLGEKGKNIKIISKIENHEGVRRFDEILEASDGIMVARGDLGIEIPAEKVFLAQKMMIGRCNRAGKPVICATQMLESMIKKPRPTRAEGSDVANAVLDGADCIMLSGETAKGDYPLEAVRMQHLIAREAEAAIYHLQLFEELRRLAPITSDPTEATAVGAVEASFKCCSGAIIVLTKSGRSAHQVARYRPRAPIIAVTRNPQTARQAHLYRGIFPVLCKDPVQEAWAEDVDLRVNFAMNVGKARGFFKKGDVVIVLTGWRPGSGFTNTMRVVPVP
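hPK-M2, >95% pure; 0.1 mM ADP / 0.5 mM PEP final; imidazole pH7.2 buffer w/ 7 mM MgCl2, 50 mM KCl; 1 h RT; Kinase-Glo lum. Intermediate enzyme activity for dual inhibitor/activator qHTS.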
USP2a inh = inhibitors of human ubiquitin-specific protease USP2a | O75604 | USP2 core, Ub-CHOP2 coupled fluorogenic reporter, 485/531 | 330,000 compounds, 0.01% hits | AID 463254 | Potency, µM (top dose mostly 38.3 µM), for inactives: at the top dose activity change, negative = inhibition, usual class: inhibitors;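 note: potency is the fitted concentration of half-maximal effect; plate controls were DMSO wells for no effect and full inhibition by NEM control for full effect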
Target sequence (O75604 whole entry, looked up): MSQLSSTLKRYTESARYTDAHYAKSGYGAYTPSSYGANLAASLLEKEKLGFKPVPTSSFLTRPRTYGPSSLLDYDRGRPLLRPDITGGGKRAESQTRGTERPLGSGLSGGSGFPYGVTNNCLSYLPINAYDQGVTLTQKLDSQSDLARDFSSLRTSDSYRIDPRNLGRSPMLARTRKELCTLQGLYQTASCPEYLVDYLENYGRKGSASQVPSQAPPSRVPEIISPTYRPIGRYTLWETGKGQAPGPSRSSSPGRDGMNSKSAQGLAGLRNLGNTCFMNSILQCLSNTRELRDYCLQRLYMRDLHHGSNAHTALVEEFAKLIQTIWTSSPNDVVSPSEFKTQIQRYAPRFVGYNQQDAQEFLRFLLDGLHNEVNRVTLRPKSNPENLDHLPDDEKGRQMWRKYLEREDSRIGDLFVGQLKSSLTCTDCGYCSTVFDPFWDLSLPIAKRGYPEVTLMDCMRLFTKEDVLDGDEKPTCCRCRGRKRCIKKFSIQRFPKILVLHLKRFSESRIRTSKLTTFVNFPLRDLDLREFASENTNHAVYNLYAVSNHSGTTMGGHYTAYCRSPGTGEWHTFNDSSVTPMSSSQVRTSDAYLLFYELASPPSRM
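USP2 core (10nM final) preincubated 30min RT with compound in 20mM Tris-HCl pH 8.0, 2mM CaCl2, 2mM beta-mercaptoethanol, 0.05% CHAPS; 25nM Ub-CHOP2 plus 25nM reporter substrate added, fluorescence (Ex485/Em531) read after 60min.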
TSHR antag = blocks TSH signaling through the human TSH receptor. activity change, negative = inhibition, % at 11.5 µM. 330,000 compounds, 0.2% hits. AID 504810. TSHR-expressing cells, TSH-stimulated cAMP HTRF, 2 h; active compounds read low. P16473;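 active = activity change below a set negative limit, meaning inhibition stronger than a set level, cut at about -70% in these data; inconclusive = activity change between two set negative limits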; note: % is set by controls: 0 for no effect and ±100 for the full control effect
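Freshly harvested TSHR cells receive pin-tooled compound, then EC80 TSH at 4nM final. After 2 hours at 37 deg C, antibody in lysis buffer and cAMP-d2 are added; 30 minutes at ambient temperature precede the HTRF read.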
hERG WT inh = inhibitors of human wildtype KCNH2 potassium channel. U2OS, BacMam KCNH2, thallium flux FluxOr; active compounds read low. activity change, % at 1.84 µM. 340,000 compounds, 0.37% hits. Q12809. AID 720551;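 active = maximum activity change below -70%; inconclusive = maximum activity change between -70% and -50%; inactive = maximum activity change above -50%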; note: % is set by controls: 0 for no effect and ±100 for the full control effect
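U2OS cells were transduced with wild-type KCNH2 virus (2.03 x 10^8 / mL) for 4 h at room temperature, then cultured overnight at 37 C. Thallium flux was read with FluxOr dye. Rate constants were normalized to DMSO controls.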
Mito fusion yeast = blocks mitochondrial division or promotes mitochondrial fusion. S. cerevisiae fusion-defective mutant growth rescue, CellTiterGlo 48 h. Potency, µM (titrated, usually from 46.1 µM), without a hit: top-dose growth rescue (activation), most hits filed as activators. 320,000 compounds, 0.23% hits. AID 485298;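 note: potency is the fitted concentration of half-maximal effect; % of control where 0% means no effect; nearly all actives have a fitted effect of over 45% in size; temperature-sensitive fusion mutants such as fzo1-1 at 37 °C on non-fermentable ethanol glycerol medium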
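Compounds are tested for their ability to restore growth of mitochondrial fusion-defective yeast strains at non-permissive 37C in YPEG medium over 48 hours. Viability is quantified by luciferase luminescence.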
MBNL1-CUG inh = MBNL1-poly(CUG) RNA binding inhibition. Q9NR56. TR-FRET MBNL1-His/biotin-(CUG)12 binding, 665/545 ratio. Potency, µM (titrated, usually from 57.5 µM), for inactives: at the top dose activity change, negative = inhibition, usual class: inhibitors. 280,000 compounds, 0.036% hits. AID 2675; active = well fitted inhibition curve with a large enough effect in the signal ratio, with a control signal flat, not every such curve was filed as active; inconclusive = small, poorly fitted or top-dose-only effect, or effect the other way, or a change in a side signal; inactive = no such curve, though single readings can be large or run the other way; the % refers to the signal ratio; note: potency is the fitted concentration of half-maximal effect; % is set by controls: 0 for no effect and ±100 for the full control effect
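MBNL1-His + Biotin-(CUG)12, cpd titration 92 nM–58 uM; Tb anti-His Ab 0.055 ng/ul, SA-XL665 5 nM (final); 60 min RT; ratiometric 665/545 nm, Ex 340 nm; normalized to buffer and full-complex controls.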
The depositor's hits bear a star; ? = inconclusive; . = no result given; [ ] = remark or other dose. Unless noted, calls come from the whole dose curve; as a rule, active = well fitted curve in the direction sought with a large enough effect; inconclusive = small, poorly fitted or top-dose-only effect, or another doubt; inactive = no such curve, though single readings can be large; an effect the other way counts as inactive or inconclusive. This is a subset; rates above refer to the full screens.

canonical_smiles | Chronic BCR inh | ASM inhibitor | Menin-MLL TR inh | GALK inhibitor | Eya2 inh | PKM2 act | USP2a inh | TSHR antag | hERG WT inh | Mito fusion yeast | MBNL1-CUG inh
Cc1ccccc1NC(=O)C12CC3CCC1(C)C3(C)CO2 (stereo not drawn) | 4% | 2% | -4% | 4% | -3% | 0% | 4% | 23 | -2 | 4% | -13%
Cc1c(C(=O)N2CCCCC2)oc2ccc(S(=O)(=O)N3CC(C)CC(C)C3)cc12 (stereo not drawn) | ? | -10% | 1% | -2% | -4% | -18% | -7% | -21 | -8 | -14% | 8%
O=C1[C@@H]2C(c3ccc(F)cc3)=NO[C@@H]2C(=O)N1Cc1ccccc1 | 0% | -4% | . | 1% | 1% | 3% | -1% | -17 | -4 | -2% | .
CC1CCN(C(=O)CSc2nc3ccccc3c(=O)n2Cc2ccc3c(c2)OCO3)CC1 | 13% | -1% | 1% | 2% | 0% | 7% | -4% | -2 | -7 | -10% | 0%
Cc1ccc2oc(=O)c3cc(C(=O)N4CCN(C(=O)c5ccco5)CC4)sc3c2c1 | ? | . | -18% | 3% | -16% | 3% | -3% | -3 | . | 23% | 14%
CCCOc1cccc(C2C(C(=O)c3cccs3)=C(O)C(=O)N2Cc2cccnc2)c1 (stereo not drawn) | 18% | -1% | . | -1% | -5% | -1% | -2% | -6 | -9 | 0% | .
CCn1nnnc1SCC(=O)N1CCN(c2ccccc2)CC1 | ? | 4% | . | . | -4% | -3% | 1% | -2 | 3 | 1% | -16%
CCn1cc(C(=O)OCC(=O)Nc2cc(S(=O)(=O)N(C)C)ccc2C)c(=O)c2ccc(C)nc21 | -15% | -2% | 4% | 0% | -10% | -1% | 5% | -15 | -1 | -2% | -2%
CCOc1ccc(/C(O)=C2/C(=O)C(=O)N(c3ccccn3)C2c2ccc(Cl)cc2)c(C)c1 (stereo not drawn) | ? | -11% | 13% | 2% | ? | . | -3% | 2 | 10 | -5% | 73%[activator]
COc1ccc(S(=O)(=O)Cc2ccc(C(=O)N3CCC(C(N)=O)CC3)o2)cc1 | -1% | 1% | 5%[11.7 µM] | 1% | -1% | 3% | 3% | 11 | -5 | -4% | -1%
COC(=O)c1cc(OC)c(OC)cc1NC(=O)c1ccco1 | ? | -7% | 2% | -1% | 1% | -4% | 1% | 1 | 9 | 10% | -8%
CC(C)(C)N(Cc1ccccc1)C(=O)COC(=O)C1CCCCC1 | 3% | -2% | . | . | -21% | . | 3% | -15 | 1 | . | .

Entries of single compounds as entered above.
Profile of `CCn1cc(C(=O)OCC(=O)Nc2cc(S(=O)(=O)N(C)C)ccc2C)c(=O)c2ccc(C)nc21` → Chronic BCR inh: -15%; ASM inhibitor: -2%; Menin-MLL TR inh: 4%; GALK inhibitor: 0%; Eya2 inh: -10%; PKM2 act: -1%; USP2a inh: 5%; TSHR antag: -15; hERG WT inh: -1; Mito fusion yeast: -2%; MBNL1-CUG inh: -2%
Profile of `Cc1c(C(=O)N2CCCCC2)oc2ccc(S(=O)(=O)N3CC(C)CC(C)C3)cc12` (stereo not drawn) → Chronic BCR inh: ?; ASM inhibitor: -10%; Menin-MLL TR inh: 1%; GALK inhibitor: -2%; Eya2 inh: -4%; PKM2 act: -18%; USP2a inh: -7%; TSHR antag: -21; hERG WT inh: -8; Mito fusion yeast: -14%; MBNL1-CUG inh: 8%

Further compounds follow:
canonical_smiles | Chronic BCR inh | ASM inhibitor | Menin-MLL TR inh | GALK inhibitor | Eya2 inh | PKM2 act | USP2a inh | TSHR antag | hERG WT inh | Mito fusion yeast | MBNL1-CUG inh
CCOc1ccc2nc(SCC(=O)NCC3CCCO3)sc2c1 (stereo not drawn) | -14% | 10% | . | . | 3% | . | 3% | -9 | 0 | . | .
COc1ccc(S(=O)(=O)N(C)c2ccccc2)c2cccnc12 | ? | 2% | -2% | 0% | -2% | 0%[0.46 µM] | -1% | 27 | -1 | 7% | 2%
CCOc1c(CNCCNC(=O)c2nonc2N)cccc1OC | 0% | 5% | 11% | 2% | -2% | -5% | 4% | -14 | -1 | -1% | 2%
Cc1ccc(S(=O)(=O)CCC(=O)c2ccc(O)cc2O)cc1 | ? | -1% | 12% | -6% | -14% | 13% | 3% | -23 | -10 | -9% | -9%
COc1ccc(S(=O)(=O)Nc2ccccc2C(=O)NC(C)(C)C)cc1OC | 3% | 2% | -7% | 0% | -16% | 5% | 4% | 2 | -9 | -1% | 11%
C=C(C(=O)c1ccccc1)C(C)C(=C)C(=O)c1ccccc1 | ? | 0% | -3% | -3% | 4% | 6% | 4% | -8 | -1 | 18% | -2%
COc1ccccc1NC(=O)/C(C#N)=C/c1ccncc1 | 1% | -3% | . | -3% | -2% | 22% | 0% | -14 | 2 | -2% | -7%
O=C(CSc1ncnc2ccccc12)Nc1cc(S(=O)(=O)N2CCCCC2)ccc1Cl | ? | 0% | 1% | 2% | 5% | 0% | 3% | 28 | 6 | ? | ?
COc1ccc(Br)cc1CN(C)C(=O)C1=CC=CN2CCS(=O)(=O)N=C12 | ? | -1% | . | . | 0% | . | 1% | -5 | -3 | . | .
COc1cccc(NC(=O)Cn2nnc(C(=O)Nc3cc(Cl)ccc3OC)c2N)c1 | -1% | 0% | ? | 7% | 8% | . | 3% | 2 | -5 | -6% | -2%
N#Cc1ccc(Cl)cc1NC(=O)CSc1cccc[n+]1[O-] | 0% | 5% | . | . | -8% | . | -1% | -9 | -9 | . | .
COc1cc(-c2nnc3n(CCc4ccccc4)c(=O)c4ccccc4n23)cc(OC)c1OC | 5% | 4% | -10% | 0% | -7% | -9% | 1% | 11 | 0 | 5% | .
CCN(CC)S(=O)(=O)c1cc(NC(=O)CCn2[nH]c(=O)ccc2=O)ccc1C | 0% | 8% | . | . | -22% | . | -8% | 21 | -3 | . | .
CCN(CC(=O)Nc1ccc(NC(C)=O)cc1)C(=O)COc1ccc(C(=O)c2ccccc2)cc1 | -6% | -1% | 5% | 0% | -1% | 20% | 0% | 11 | 1 | -1% | -18%
O=C(Nc1ccccc1)c1cnc2n(c1=O)CCS2 | 10% | -7% | -6% | -2% | 2% | 1% | 1% | -8 | 1 | 5% | 5%
CNc1nc(SC)nc(N(C#N)CC(=O)OC)n1 | -7% | 0% | -1% | -5% | 8% | -3% | 0% | -6 | -2 | -3% | -5%
O=C(NC1=NCCS1)c1ccc(Cl)s1 | ? | -1% | -2% | 0% | 2% | -2% | 0% | 1 | -13 | 6% | 0%
C=C(C)C1CC=C(CN2CC(C)OC(C)C2)CC1 (stereo not drawn) | -11% | 0% | -12% | 0% | 8% | 1% | -4% | 2 | -5 | -4% | -10%
COc1ccc(-c2noc(CSc3nnc(-c4ccncc4)n3-c3ccc(F)cc3)n2)cc1OC | ? | -1% | -18% | 1% | 6% | -1% | -2% | 4 | 12 | -13% | -7%
Cc1cc(C)n(-c2cc(-c3ccccc3)nc(C)n2)n1 | ? | -6% | 20% | -2% | 1% | -1% | 1% | -7 | 20 | -10% | 2%
Nn1c(SCC(=O)Nc2nccs2)nncc1=O | 5% | 6% | 6% | -1% | -9% | 16% | 1% | 6 | -4 | 0% | 5%
C[C@@H]1CN([C@H](C)CO)C(=O)c2cc(NC(=O)Cc3cn(C)c4ccccc34)ccc2O[C@H]1CN(C)S(=O)(=O)c1ccc(F)cc1 | ? | -8% | . | . | -8% | . | -7% | 0 | 19 | . | .
COc1ccc(-c2oc(=O)c3cc(OC)c(OC)cc3c2-c2cc(F)cc(OC)c2)cc1 | ? | 0% | . | . | -2% | . | 3% | 11 | 3 | 11% | .
CC(C)[C@H](NC(=O)c1ccccc1)C(=O)OCC(=O)NCc1ccc(F)cc1 | ? | 2% | 0% | 0% | 2% | -2% | 2% | -10 | -14 | -5% | 0%

Bioassay records as filed in PubChem BioAssay.
